Source: PubChem (several laboratories)
TNAP inh hi DEA: human TNAP enzyme inhibitors, primary screen, biochemical, luminescent, high phosphate acceptor level, uHTS. AID 1135, 2008. actives 0.03% (n = 200,000). inhibition, % at 20 µM. purified TNAP, CDP-star luminescence, 1 M DEA;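 active means over 50% inhibition of tissue-nonspecific alkaline phosphatase at 20 µM in the single-dose screen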;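 further: plate controls were DMSO wells for no effect and EDTA-quenched wells as full inhibition for full effect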
Target sequence (P05186 whole entry, looked up): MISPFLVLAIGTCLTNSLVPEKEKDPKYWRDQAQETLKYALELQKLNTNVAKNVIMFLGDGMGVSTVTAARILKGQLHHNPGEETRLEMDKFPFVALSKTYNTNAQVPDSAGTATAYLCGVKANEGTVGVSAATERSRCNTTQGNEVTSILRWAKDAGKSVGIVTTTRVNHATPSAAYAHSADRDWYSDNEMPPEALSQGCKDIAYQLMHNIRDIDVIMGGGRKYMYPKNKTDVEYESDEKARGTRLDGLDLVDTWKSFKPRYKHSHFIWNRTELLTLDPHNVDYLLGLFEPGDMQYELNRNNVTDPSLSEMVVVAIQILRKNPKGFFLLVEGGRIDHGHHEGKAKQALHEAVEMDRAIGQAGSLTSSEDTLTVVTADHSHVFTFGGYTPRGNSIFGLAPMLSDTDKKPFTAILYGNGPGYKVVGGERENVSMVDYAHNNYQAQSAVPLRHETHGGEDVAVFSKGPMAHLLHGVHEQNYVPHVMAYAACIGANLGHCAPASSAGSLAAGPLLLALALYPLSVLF
Diaph act CS: compounds boosting diaphorase resazurin reduction – biochemical, uHTS, resorufin fluorescence, counter-screen for diaphorase-coupled primary assays, primary screen; AID 1229, 2008; Diaphorase/resazurin coupled assay, 16 min; active compounds read high; 1 = vehicle wells, 0 = NADH-free wells; actives 0.005% (n = 190,000); activation factor at 20 µM;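 active means diaphorase activity raised at least twofold by the compound at 20 µM; inactive means activation factor below 2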
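Material: bacterial diaphorase enzyme (C. kluyveri); amount: enzyme 0.07 U/mL final; reagent: NADH substrate 0.114 mM plus resazurin dye 0.1 mM, final; doses: single compound dose of 20 µM, 1% DMSO final; timing: 16 min enzyme reaction, ambient temperature; measured by: fluorescence of resorufin, 544 nm excitation, 590 nm emission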
TNAP inh no acc: human TNAP enzyme inhibitors, primary screen, biochemical, luminescent, no phosphate acceptor, uHTS; Alkaline phosphatase, tissue-nonspecific isozyme (Homo sapiens), P05186; purified TNAP, CDP-star luminescence, 30 min; inhibition, % at 20 µM; actives 0.26% (n = 200,000); AID 1012, 2008;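 active means tissue-nonspecific alkaline phosphatase inhibition above about 50% at 20 µM in the single-dose screen, limit read from the data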;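 further: 0% = DMSO negative control and 100% = EDTA positive control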
FLuc act counter: FLuc activators, initial screening, artefact control for FLuc-dependent activation tests, biochemical, ATPlite luminescence. ATPlite luciferase biochemical, 10 min; 0 = ATP-free wells, 1 = DMSO control. activation factor at 10 µM. 200,000 tested, under 10 active. AID 1027, 2008;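 active means luciferase activation factor, scaled between plate controls, of at least 2 with compound at 10 µM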
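Material: luciferase plus luciferin reagent, cell-free. Medium: PBS buffer for ATP. Also added: ATP substrate, dispensed from a 10.24 µM working solution in PBS. Doses: test compounds dosed from 2 mM stocks in 100% DMSO. Incubation: 10 min post-reagent at room temperature. Technique: light output (luminescence). Read-out basis: luminescence gain marking luciferase activators.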
Diaph inh CS: diaphorase inhibitors and chemical oxidizers, primary screen, counter-screen for diaphorase-coupled primary assays, biochemical, uHTS, resorufin fluorescence. diaphorase resazurin-to-resorufin fluorescence, NADH, 16 min; bacterial (C. kluyveri) enzyme, not human. inhibition, % at 20 µM. actives 0.69% (n = 190,000). AID 1217, 2008;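 active means primary screen inhibition at 20 µM above a set limit, cut at about 50% in these data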;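 further: plate controls were DMSO with full reaction for no effect and wells lacking NADH for full effect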
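Test system: bacterial diaphorase enzyme (C. kluyveri); Quantity: 0.14 U/mL diaphorase, enzyme working solution; Times: reaction incubation of 16 min at room temperature; Measured by: fluorescence of resorufin formed from resazurin, Ex 544/Em 590 nm; Benchmarks: positive control minus NADH, DMSO neutral control.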
G6PDH counter: L. mesenteroides G6PDH inhibitors, counter-screen for G6PDH-coupled screening assays, biochemical, Leuconostoc mesenteroides enzyme. inhibition, % at 5 µM. Purified L. mesenteroides G6PDH, diaphorase/resazurin coupled fluorescence, 45 min. actives 0.12% (n = 200,000). glucose-6-phosphate dehydrogenase [Leuconostoc mesenteroides]; in the data active means inhibition above about 50%
TNAP act hiacc: TNAP activators at high phosphate acceptor level, primary screen, biochemical, luminescence, uHTS; Alkaline phosphatase, tissue-nonspecific isozyme (Homo sapiens), P05186; purified TNAP, CDP-star luminescence, 1 M DEA, 30 min; active compounds read high; 0 = EDTA background, 1 = DMSO-only activity; activation factor at 20 µM; 200,000 tested, under 10 active; AID 1136, 2008;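 active means activation factor at least 2 at 20 µM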
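Dosing: 20 µM single point. System: human TNAP. Amount: TNAP 1/800 final. Incubation: 30 min, room temperature. Read-out: TNAP activation factor scaled between EDTA and DMSO control wells. Signal: luminescence from CDP-star hydrolysis. Medium: 1 M DEA, pH 9.8, Mg2+, Zn2+. Control set: EDTA negative control, DMSO positive control.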
PMI act hi M6P: human PMI activators, high substrate, primary screen, biochemical, fluorescence intensity, near-saturating mannose 6-phosphate. actives 0.34% (n = 190,000). AID 1216, 2008. coupled PMI enzyme assay, resazurin fluorescence, 20 min; active compounds read high; 1 = untreated enzyme, 0 = substrate-free blank. activation factor at 20 µM;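 active means activation factor of 2 or more at 20 µM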
Target sequence (P34949 whole entry, looked up): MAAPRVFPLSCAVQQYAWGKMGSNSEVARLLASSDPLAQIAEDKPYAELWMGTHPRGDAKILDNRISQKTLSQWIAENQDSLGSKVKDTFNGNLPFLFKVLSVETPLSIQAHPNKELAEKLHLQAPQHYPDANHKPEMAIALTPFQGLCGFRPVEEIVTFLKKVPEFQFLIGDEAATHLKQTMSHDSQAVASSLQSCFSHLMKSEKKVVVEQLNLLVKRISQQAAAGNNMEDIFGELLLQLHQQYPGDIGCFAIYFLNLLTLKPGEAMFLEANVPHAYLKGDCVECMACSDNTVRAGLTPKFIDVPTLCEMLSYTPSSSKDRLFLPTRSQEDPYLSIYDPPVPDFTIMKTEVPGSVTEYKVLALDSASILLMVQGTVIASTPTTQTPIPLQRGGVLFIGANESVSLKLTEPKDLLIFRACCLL
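Material: human phosphomannose isomerase with PGI, G6PDH, diaphorase coupling enzymes. Quantity: 15 ng/mL PMI. Medium: HEPES pH 7.4 buffer with MgCl2 and Tween-20. Reagent: Near-saturating mannose-6-phosphate, 1.0 mM. Compound: 20 µM single dose. Times: enzyme reaction with compound 20 min at room temperature. Detection: resorufin fluorescence at Ex 544/Em 590 nm.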
PMI act: activators of human PMI, primary screen, biochemical, fluorescence intensity, near-Km mannose 6-phosphate; Mannose-6-phosphate isomerase (Homo sapiens), P34949; purified human PMI, coupled resazurin fluorescence, 20 min; active compounds read high; 1 = vehicle control, 0 substrate-free wells; activation factor at 20 µM; actives 0.005% (n = 190,000); AID 1214, 2008;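 active means activation factor of 2 or more at 20 µM, relative to plate controls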
Efa HMGR inh: inhibitors of E. faecalis class II HMGR, primary screen, biochemical, Enterococcus faecalis | AID 1066, 2008 | inhibition, % at 10 µM | purified E. faecalis HMGR, NADPH absorbance 340 nm kinetic | HMG-CoA reductase (Enterococcus faecalis, mvaE) | actives 0.41% (n = 190,000);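 active means inhibition above a set limit, the median over all tested compounds plus 3 SD, cut at about 9.5% in these data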;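 further: enzyme runs in reverse so mevalonate oxidation gives rising NADPH absorbance; 0% = complete reaction with DMSO and 100% = background rate lacking mevalonate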
Starred values were filed as active, the others as inactive.

SMILES	TNAP inh hi DEA	Diaph act CS	TNAP inh no acc	FLuc act counter	Diaph inh CS	G6PDH counter	TNAP act hiacc	PMI act hi M6P	PMI act	Efa HMGR inh
O=C(NCCn1cc(SCC(=O)N2CCOCC2)c2ccccc21)c1c(F)cccc1F	-5	0.9	-18	1.1	6	6	1.1	1	1.1	-9
Cc1cc(C)cc(NC(=S)NCCc2c[nH]c3ccccc23)c1	-2	0.7	-15	1	32	2	1	0.8	0.8	5
O=C(NCCc1ccccc1)C1CCN(S(=O)(=O)c2cccs2)CC1	-2	1	-12	1	2	1	1	1	1	-5
O=C(Nc1ccc(N2CCN(c3ccccc3)CC2)c(F)c1)C1CC1	-4	1	-9	1.1	0	-1	1	1.1	1.1	-4
Oc1cccc(C(O)CNCc2ccc(OCc3ccc(Cl)cc3Cl)cc2)c1 (stereo unspecified)	-5	1.4	-11	1.1	-39	-2	1.1	1	1.1	-1
O=C(CO/N=C/c1ccccc1)N1c2ccccc2Oc2ccccc21	-3	0.8	-10	1.1	20	0	1	0.9	0.9	-6
O=C(Cn1cnc2c(nnn2Cc2ccc(F)cc2)c1=O)OCc1ccccc1	-6	0.9	-12	1.1	11	1	1.1	1	1	-6
COCCNC(=O)Cn1cc(C(=O)c2ccco2)c2ccccc21	-1	0.9	-11	1.1	15	3	1	0.9	1	-1
CN(C)S(=O)(=O)Nc1ccc(Br)cc1F	0	1	-4	1	1	6	1	0.9	0.9	-6
CNC(=S)Nc1cc(OC)ccc1OC	1	0.8	-8	1	19	-10	1	0.8	0.8	0
CCN1C(=O)[C@H]2[C@H]3[C@H](O)[C@H](O)C/C(=N\OC[C@@H](C)[C@H](OCc4ccccc4)C(C)C)[C@@H]3CC[C@H]2C1=O	-1	0.9	-3	1.1	11	26	1	0.8	1	-8
Cc1cc(C)c(S(C)(=O)=O)c(S(=O)(=O)c2ccc(Cl)cc2)n1	-3	0.9	-7	1	6	-3	1	1.1	1	-2
Cc1cccc(CSc2nnc(-c3cccs3)n2Cc2ccco2)c1	-9	0.9	-13	1.1	14	6	1.1	1	0.9	-8
CCCCOc1ccc(S(=O)(=O)NNC(=O)C2Cc3c(ccc4ccccc34)O2)cc1 (stereo unspecified)	1	0.8	-12	1	22	-25	1	0.9	0.9	-5
CCCCn1c(CN2CCN(C(=O)c3ccco3)CC2)nc2c1c(=O)n(C)c(=O)n2C	3	0.8	-4	1	16	1	1	1	1	0
Cc1cccc(Oc2cc([N+](=O)[O-])cc3c2C(=O)Nc2ccccc2O3)c1	3	0.7	-4	1	26	0	1	0.9	0.9	-4
Cc1ccn(CC(=O)O)c(=O)c1	-5	0.9	-10	1	12	3	1	1	1	-1
CC1(c2ccccc2)NC(=O)N(CC(=O)NCCC2=CCCCC2)C1=O (stereo unspecified)	-10	1	-14	1	-4	8	1.1	1	1	0
O=C(COC(=O)CNC(=O)c1ccco1)Nc1ccc(Cl)cn1	-3	1.1	-14	1	-7	1	1	1.1	1.1	-2
COc1cccc(NC(=S)NCCC(c2ccccc2)c2ccccc2)c1	-12	1	-99	1	0	-3	1.1	1	1	0
CCCCCC(=O)N/N=C/c1cc(Br)c(O)c(OC)c1	-1	1.1	-8	1	-5	4	1	1	1	-4
COc1ccc2[nH]c(=O)c(CN(CCN(C)C)C(=O)NCc3ccccc3)cc2c1	2	0.9	-3	1	14	4	1	0.9	0.8	-10
CN(Cc1ccccc1)c1nc(-c2ccc([N+](=O)[O-])cc2)nc2ccccc12	-2	1	-5	1	-1	17	1	1	1	0
S=C(Nc1cccc(Cl)c1)NC1CC2CCCC(C1)N2C1CCCC1 (stereo unspecified)	-8	0.9	-61	1.1	12	-1	1.1	1	0.9	-4
O=C(NC1CCCC1)C1CCCN1C(=O)Nc1ccccc1Cl (stereo unspecified)	-7	0.8	-13	1.1	16	1	1.1	0.8	0.9	3
Other structures follow:
SMILES	TNAP inh hi DEA	Diaph act CS	TNAP inh no acc	FLuc act counter	Diaph inh CS	G6PDH counter	TNAP act hiacc	PMI act hi M6P	PMI act	Efa HMGR inh
Nn1c(-c2ccccc2Cl)nnc1-c1ccccc1Cl	-1	0.9	3	0.7	9	11	1	2.2*	1.7	-2
CN(C1CCCC1)C1CCN(C(=S)Nc2cc(F)cc(F)c2)CC1	0	0.8	-2	1.1	15	3	1	1	0.9	-5
Cc1nc(NCCCn2ccnc2)c2ccccc2n1	-4	1.1	-11	1.1	-13	5	1	1.1	1.1	-5
COCc1nnc(NS(=O)(=O)c2ccc(C)cc2)s1	-2	1	-9	1	3	3	1	1.2	1.1	0
COc1ccc(NC(=O)CC2SC(=NCc3ccccc3OC)NC2=O)cc1 (stereo unspecified)	-4	0.9	-2	1.1	11	5	1	1	1	-5
CCOc1ccccc1N1CSC2=C(C#N)C(c3c(OC)ccc4ccccc34)CC(=O)N2C1 (stereo unspecified)	-4	0.3	-11	1	67*	42	1	0.3	0.4	0
CC1CCN(c2nc(CN3CCCCC3)nc3scc(-c4ccccc4)c23)CC1	-12	0.9	-13	1.1	6	-7	1.1	1	1	-3
CCOC(=O)c1cc2c(ccn2C)n1Cc1ccccc1C	-4	0.7	1	1.1	29	-27	1	0.8	0.7	0
Cc1noc(C)c1COC(=O)c1cccnc1Cl	-6	1	-5	1.1	-1	6	1.1	1	1	-3
CCN(CCNS(=O)(=O)c1ccc2c(c1)oc(=O)n2C)c1ccccc1	-6	0.9	-19	1	8	-4	1.1	0.9	1	0
O=C1NC2(CCCCC2)C(=O)N1c1ccccc1	-6	0.8	-7	1	23	1	1.1	0.9	0.9	2
COc1ccc(C(=O)C2CCCN(Cc3c(C)[nH]c4ccccc34)C2)c(OC)c1 (stereo unspecified)	-7	0.9	-8	1	11	15	1.1	0.7	0.7	-1
O=C(COc1ncnc2ccccc12)NCC1CCCO1 (stereo unspecified)	0	0.9	2	1.1	6	9	1	1	1	-6
C[N+]1(CC(=O)OCCCc2ccccc2)CCCCC1	-1	1	-5	1.1	4	7	1	1	0.9	-2
Cc1ccc(Nc2cc(=O)oc3ccccc23)c(C)c1	-3	0.9	-15	1	8	1	1	1.1	1	0
Cn1c(SCC(=O)Nc2cccc(C(=O)O)c2)nnc1-c1cc2cc(Br)ccc2o1	-7	0.8	-13	0.6	17	9	1.1	0.9	1	-2
Cc1coc(C)c1C(=O)CC1(O)C(=O)N(Cc2ccccc2)c2ccccc21 (stereo unspecified)	-1	0.8	-6	1	15	-3	1	0.9	0.8	1
CCCOc1ccc(S(=O)(=O)N2CCOCC2)cc1[N+](=O)[O-]	-4	1	-13	1.1	3	8	1	1.1	1.1	-1
Cc1ccc(-n2ncc3c(NCc4ccccc4)ncnc32)cc1	-8	0.9	-13	1	11	13	1.1	1	0.9	-4
COc1ccc(N2CCN(Cc3nc4sc(C)c(C)c4c(=O)[nH]3)CC2)cc1	-4	0.9	-9	1	13	2	1	0.7	1	-1
CCOc1ccc(CCNC(=O)COc2cc(=O)n(C)c3ccccc23)cc1OCC	5	0.9	-5	1	8	-6	0.9	1	1	-2
CSc1ncccc1C(=O)OCC(=O)NC(N)=O	-6	1	-7	1	2	-3	1.1	1	1	-7
COC(=O)c1cc(-c2ccccc2)sc1NC(=O)c1cc(C)on1	-6	1	-13	1.1	4	-14	1.1	1.1	1.1	-7
CC(=O)NS(=O)(=O)c1ccc(NC(=O)CSc2ccc(Cl)cc2)cc1	-11	1	-13	1.1	0	2	1.1	1.1	1	1
CCSc1nc2sc3c(c2c(=O)[nH]1)CC(C)(CC)OC3 (stereo unspecified)	0	1	-4	1	4	12	1	1	1	2
Further records follow.
SMILES	TNAP inh hi DEA	Diaph act CS	TNAP inh no acc	FLuc act counter	Diaph inh CS	G6PDH counter	TNAP act hiacc	PMI act hi M6P	PMI act	Efa HMGR inh
CC(C)Oc1ccccc1OCCCCn1cnc2ccccc2c1=O	-3	0.9	-6	1	12	18	1	0.9	0.9	4
CCc1nn(CCCC(=O)N2CCc3ccccc3C2)c(=O)c2cc3occc3n12	-9	1	-4	1.1	-3	3	1.1	1.1	1	-4
Cc1cc(S(=O)(=O)Nc2cccc(O)c2)c(C)s1	-2	0.9	-7	1	8	17	1	0.9	0.9	2
CCN(CC)S(=O)(=O)c1ccc(NC(=O)Nc2cccc(C(F)(F)F)c2)cc1	-9	0.7	-14	1.1	27	2	1.1	0.8	0.8	-1
O=c1c2sccc2n(Cc2cccc(F)c2)c(=O)n1-c1ccc(F)cc1	6	0.8	2	1	18	2	0.9	1	0.9	-6
O=c1sc2ccccc2c(N2CCCC2)c1[N+](=O)[O-]	0	0.7	-14	1	32	1	1	1	1	-3
O=C(COC(=O)CCCN1C(=O)c2cccc3cccc(c23)C1=O)Nc1cccc(Br)c1	-3	0.8	-6	1	17	-5	1	1	1	0

Complete entries, looked up by structure. Order of screens: TNAP inh hi DEA | Diaph act CS | TNAP inh no acc | FLuc act counter | Diaph inh CS | G6PDH counter | TNAP act hiacc | PMI act hi M6P | PMI act | Efa HMGR inh
`CC(C)Oc1ccccc1OCCCCn1cnc2ccccc2c1=O` reads -3 | 0.9 | -6 | 1 | 12 | 18 | 1 | 0.9 | 0.9 | 4
`CCN(CC)S(=O)(=O)c1ccc(NC(=O)Nc2cccc(C(F)(F)F)c2)cc1` reads -9 | 0.7 | -14 | 1.1 | 27 | 2 | 1.1 | 0.8 | 0.8 | -1
